Bioassay records as filed in PubChem BioAssay.
M1 antag: human CHRM1 antagonism. AID 588852. P11229. actives 1.3% (n = 360,000). inhibition, % at 3 µM. CHO-K1 hM1, Fluo-8 calcium fluorescence, ACh EC80 antagonist;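 active = percent inhibition above its own plate's cutoff, namely the mean of that plate's compound wells plus 3 SD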;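 note: peak over basal fluorescence ratio during 140 s after agonist addition; 0% = ACh EC80 plus DMSO and 100% = DMSO alone without agonist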
CHO parental Ca: counter-screen for OX1R antagonists: effect in parental CHO cells | actives 0.63% (n = 330,000) | AID 463079 | parental CHO-K1, ATP-induced calcium, Fluo-8 fluorescence | inhibition, % at 5.6 µM;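 active = inhibition above that plate's mean sample inhibition plus 3 SD, cut at about 26% in these data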;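 note: 0% = ATP-challenged DMSO wells and 100% = DMSO wells without ATP; some compounds past the cut are filed as inactive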
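Material – parental CHO cells · Reagent – ATP stimulus · Compound – single nominal dose of 5.6 µM per compound · Detection – Fluo-8 fluorescence · Read-out basis – percent inhibition of calcium signal · Controls – ATP-challenged DMSO wells low, unchallenged DMSO wells high · Repeats – no replicates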
TAAR1 antag: human TAAR1 antagonism. Q96RJ0. CHO RD-HGA16 TAAR1, Fluo-8 calcium fluorescence, antagonist. inhibition, % at 3 µM. actives 1.5% (n = 360,000);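 active = inhibition above a per-plate cutoff, the mean inhibition of test compounds on that plate plus 3 SD, cut at about 49% in these data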;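 note: 0% = DMSO plus EC80 beta-PEA response and 100% = DMSO alone without agonist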
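Material: RD-HGA16 CHO cells with stable hTAAR1 and Gα16; Dosing: single nominal final test compound concentration of 3 µM; Schedule: seeding 17-24 h prior, 75-min 37 °C, 30-min RT dye loading; Detection: kinetic Fluo-8 calcium fluorescence measurement; Measure: % inhibition from peak post-agonist over basal fluorescence ratio; Benchmarks: vehicle and agonist controls.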
TAAR1 ag: human TAAR1 agonism. AID 624467. CHO RD-HGA16 TAAR1, Fluo-8 calcium fluorescence; vehicle wells 0%, saturating PEA agonist 100%. actives 0.99% (n = 360,000). Q96RJ0. activation, % at 3 µM;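 active = activation above the mean activation of all test compounds in the run plus 3 SD, cut at about 38% in these data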
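Assay system: CHO-derived RD-HGA16 cells with stable Gα16 and human TAAR1; timing: 17-24 h seeding, 75 min 37 °C dye, 30 min RT; read-out: % activation from peak over basal fluorescence ratio, DMSO-to-PEA scaled; measured by: kinetic Fluo-8 calcium fluorescence; benchmarks: low control DMSO, high control PEA (EC100); doses: 3 µM single concentration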
M1 PAM: potentiates human M1 receptor response to acetylcholine; P11229; CHO-K1 hM1, Fluo-8 calcium fluorescence, ACh EC20; 0% = ACh EC20, 100% = maximal ACh; activation, % at 3 µM; actives 0.088% (n = 360,000); in the data active = activation above about 19%, passing the limit was not always enough
OXTR agonist: agonists of human oxytocin receptor. CHO-OTR cells, Fluo-8 calcium fluorescence; normalized: DMSO 0%, oxytocin 100%. activation, % at 3 µM. actives 0.32% (n = 320,000);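 active = activation above the mean of all tested compounds plus 3 SD, cutoff set per screening run, cut at about 20% in these data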;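 note: peak over basal fluorescence ratio from a 100 s FLIPR kinetic read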
Target sequence (P30559 whole entry, looked up): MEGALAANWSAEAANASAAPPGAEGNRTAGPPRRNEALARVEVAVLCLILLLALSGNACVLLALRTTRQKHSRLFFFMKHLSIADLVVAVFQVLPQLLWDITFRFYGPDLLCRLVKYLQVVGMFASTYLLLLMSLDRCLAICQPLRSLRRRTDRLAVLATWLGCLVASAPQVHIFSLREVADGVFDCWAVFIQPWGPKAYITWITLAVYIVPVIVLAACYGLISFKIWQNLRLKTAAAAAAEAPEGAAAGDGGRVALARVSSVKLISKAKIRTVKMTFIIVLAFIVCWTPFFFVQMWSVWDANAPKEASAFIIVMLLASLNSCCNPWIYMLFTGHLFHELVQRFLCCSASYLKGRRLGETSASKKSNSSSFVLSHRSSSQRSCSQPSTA
V1R ag counter: activates human V1a receptor in oxytocin agonist counter-screen | actives 0.25% (n = 320,000) | CHO-V1R cells, Fluo-8 calcium fluorescence, agonist mode; 0% DMSO, 100% 3 nM vasopressin | P37288 | AID 2797 | activation, % at 3 µM;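 active = activation above the mean activation of all tested compounds plus 3 SD, per screening run, cut at about 20% in these data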;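 note: signal is peak over basal fluorescence ratio across a 100 second FLIPR read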
Target sequence (P37288 whole entry, looked up): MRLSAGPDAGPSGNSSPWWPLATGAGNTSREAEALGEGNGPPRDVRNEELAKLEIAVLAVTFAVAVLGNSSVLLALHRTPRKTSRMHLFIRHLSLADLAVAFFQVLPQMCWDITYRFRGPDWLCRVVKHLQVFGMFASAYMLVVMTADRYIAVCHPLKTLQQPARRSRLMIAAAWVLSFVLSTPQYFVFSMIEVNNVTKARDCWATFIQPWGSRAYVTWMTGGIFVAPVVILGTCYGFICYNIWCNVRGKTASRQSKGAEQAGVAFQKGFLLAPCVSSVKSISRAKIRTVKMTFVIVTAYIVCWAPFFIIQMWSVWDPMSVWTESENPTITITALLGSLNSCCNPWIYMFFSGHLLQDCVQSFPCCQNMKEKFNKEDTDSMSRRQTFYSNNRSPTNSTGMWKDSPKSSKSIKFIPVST
OXTR potentiate: human OXTR potentiation; P30559; CHO-OTR cells, Fluo-8 calcium fluorescence, potentiator mode; 0% = oxytocin EC15, 100% = EC100; activation, % at 3 µM; actives 0.061% (n = 320,000);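 active = activation above that plate's cutoff, the mean activation of tested compounds plus 3 SD, cut at about 6.6% in these data, passing the limit was not always enough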;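 note: 100% uses oxytocin at 75 nM as the full agonist control; some results filed as inactive read as strong as hits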
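Assay system: CHO-OTR cells, human receptor / Also added: oxytocin at about EC15, sub-maximal agonist stimulus / Dosing: single dose, 3.0 µM nominal final compound concentration / Incubation: 6 min pre-incubation, 100 s read / Technique: Fluo-8 calcium dye fluorescence / Read-out: % activation vs EC15 and EC100 oxytocin / Benchmarks: EC15 oxytocin low, 75 nM oxytocin high / Replicates: singlicate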
M1 ag: agonists of human M1 muscarinic receptor. actives 0.33% (n = 360,000). CHO-K1 hM1, Fluo-8 calcium fluorescence, agonist mode; 0% DMSO, 100% acetylcholine EC100. activation, % at 3 µM;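 active = activation above the run's mean compound activation plus 3 SD, cut at about 16% in these data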;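 note: peak over basal fluorescence ratio within a 140 s kinetic read after compound addition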
An asterisk follows results filed as active.

How did CN1C/C(=C/c2ccsc2)C(=O)/C(=C/c2ccsc2)C1 do in these assays?
M1 antag: 1; CHO parental Ca: -16; TAAR1 antag: -19; TAAR1 ag: 1; M1 PAM: 3; OXTR agonist: -2.1; V1R ag counter: 2.6; OXTR potentiate: -8; M1 ag: -6

Results for C[C@@H]1COC(=O)[C@@H](Cc2ccc(F)cc2)C/C=C\C[C@@H](CC(=O)N[C@H](CO)Cc2ccccc2)C(=O)N1 ?
M1 antag: -7; CHO parental Ca: -11; TAAR1 antag: 8; TAAR1 ag: 17; M1 PAM: 10; OXTR agonist: 0.1; V1R ag counter: 1.0; OXTR potentiate: 2; M1 ag: -6

What do the screens show for `COc1ccccc1NC(=O)Nc1nc(C(C)(C)C)cs1`?
M1 antag: -6; CHO parental Ca: -43; TAAR1 antag: 12; TAAR1 ag: 4; M1 PAM: 7; OXTR agonist: -1.9; V1R ag counter: -1.4; OXTR potentiate: -13; M1 ag: -4

What do the screens show for `CCc1ccnc(NC(=O)Nc2ccc(OCc3ccccc3)cc2)c1`?
M1 antag: -10; CHO parental Ca: 4; M1 PAM: 8; OXTR agonist: 0.6; V1R ag counter: 1.1; OXTR potentiate: -5; M1 ag: -4

How did CCS(=O)(=O)Nc1ccc2c(c1)N(C(C)=O)c1ccccc1CC2 do in these assays?
M1 antag: -12; CHO parental Ca: 1; TAAR1 antag: 0; TAAR1 ag: 8; M1 PAM: 6; OXTR agonist: -0.5; V1R ag counter: -0.1; OXTR potentiate: -5; M1 ag: -3

How did Cc1cc2c(NC(=O)CC(C)(C)CC(=O)O)cccc2nn1 do in these assays?
M1 antag: -8; CHO parental Ca: -8; TAAR1 antag: -18; TAAR1 ag: 1; M1 PAM: 14; OXTR agonist: 0.7; V1R ag counter: -0.8; OXTR potentiate: -7; M1 ag: -3

What do the screens show for `O=C(CNC(=O)OCc1ccccc1)Oc1ccc2ccc(=O)oc2c1`?
M1 antag: -10; CHO parental Ca: 0; TAAR1 antag: -7; TAAR1 ag: 0; M1 PAM: 13; OXTR agonist: -0.5; V1R ag counter: 0.7; OXTR potentiate: -5; M1 ag: -4

Results for Cn1cc(-c2coc3c(C(=O)NCc4cccc(Cl)c4)cccc23)cn1 ?
M1 antag: -8; TAAR1 antag: -5; TAAR1 ag: 5; M1 PAM: -2; M1 ag: 0

Results for O=C(N/N=C\c1ccncc1)c1ccccc1O ?
M1 antag: -7; CHO parental Ca: 3; TAAR1 antag: 9; TAAR1 ag: 7; M1 PAM: 2; OXTR agonist: -0.5; V1R ag counter: 0.6; OXTR potentiate: -2; M1 ag: -5

How did O=C(O)c1ccn(CSc2cc(Cl)ccc2Cl)n1 do in these assays?
M1 antag: -5; CHO parental Ca: -19; TAAR1 antag: -5; TAAR1 ag: 1; M1 PAM: 9; OXTR agonist: 0.9; V1R ag counter: 0.6; OXTR potentiate: 2; M1 ag: -3

Results for COc1ccc(/C=N/NC(=O)Cn2cnc3ccccc3c2=O)cc1 ?
M1 antag: -6; CHO parental Ca: -7; TAAR1 antag: 0; TAAR1 ag: 12; M1 PAM: 8; OXTR agonist: -1.1; V1R ag counter: -0.7; OXTR potentiate: 6; M1 ag: -6

Results for COc1ccc2c(c1)CCN1C2CCN2C(=O)CCC21 (configuration not stated) ?
M1 antag: -1; CHO parental Ca: -3; TAAR1 antag: -4; TAAR1 ag: 1; M1 PAM: 7; OXTR agonist: 0.1; V1R ag counter: 1.8; OXTR potentiate: -20; M1 ag: -4

How did Cc1nc(NC(=O)c2ccc(Cl)cc2)nc2cc3c(cc12)OCO3 do in these assays?
M1 antag: 11; CHO parental Ca: -5; TAAR1 antag: -23; TAAR1 ag: 4; M1 PAM: -4; OXTR agonist: -1.2; V1R ag counter: -0.4; OXTR potentiate: -4; M1 ag: -3

How did COCCNc1ncnc2c1cnn2Cc1ccc(Cl)cc1 do in these assays?
M1 antag: 16; CHO parental Ca: -4; TAAR1 antag: 48; TAAR1 ag: 15; M1 PAM: -6; OXTR agonist: -0.2; V1R ag counter: 2.9; OXTR potentiate: -17; M1 ag: 1

What do the screens show for `CCOC(=O)/C=C/COc1ccccc1[N+](=O)[O-]`?
M1 antag: 8; CHO parental Ca: 1; TAAR1 antag: -9; TAAR1 ag: -1; M1 PAM: -1; OXTR agonist: -0.7; V1R ag counter: -1.0; OXTR potentiate: 0; M1 ag: -6

What do the screens show for `CCc1noc(C)c1C(=O)NCCc1c[nH]c2ccccc12`?
M1 antag: -13; CHO parental Ca: 8; TAAR1 antag: -3; TAAR1 ag: 1; M1 PAM: 11; OXTR agonist: 0.2; V1R ag counter: -0.9; OXTR potentiate: -12; M1 ag: -2

What do the screens show for `O=c1[nH]c(C2CCN(S(=O)(=O)c3ccc4c(c3)OCCO4)CC2)nc2c1nnn2Cc1ccccc1F`?
M1 antag: -4; CHO parental Ca: -12; TAAR1 antag: -25; TAAR1 ag: 3; M1 PAM: 2; OXTR agonist: 0.1; V1R ag counter: 0.9; OXTR potentiate: -4; M1 ag: -4

How did O=C1c2ccccc2C(=O)N1N=Cc1ccc2c(c1)OCO2 do in these assays?
M1 antag: -18; TAAR1 antag: -18; TAAR1 ag: 1; M1 PAM: 8; M1 ag: 1

Results for N#CC1=C(N)OC2=C(C(=O)CCC2)C12CCC1(CC2)OCCO1 ?
M1 antag: -12; CHO parental Ca: -8; TAAR1 antag: 1; TAAR1 ag: 0; M1 PAM: 13; OXTR agonist: 2.0; V1R ag counter: 0.1; OXTR potentiate: -2; M1 ag: 8

How did CCCC(=O)Nc1c(-c2cccc(C)c2)c(=O)c2ccccc2n1C do in these assays?
M1 antag: -12; CHO parental Ca: -17; TAAR1 antag: 1; TAAR1 ag: 1; M1 PAM: 14; OXTR agonist: 0.2; V1R ag counter: -0.1; OXTR potentiate: -1; M1 ag: -5

Results for Cc1ccc(NC(=O)CSC(N)=O)cc1Cl ?
M1 antag: -10; CHO parental Ca: 3; TAAR1 antag: -10; TAAR1 ag: 1; M1 PAM: 16; OXTR agonist: 0.2; V1R ag counter: -0.3; OXTR potentiate: -4; M1 ag: -2

Results for CCc1nnc(NS(=O)(=O)c2ccc(N3C(=O)c4ccccc4C3=O)cc2)s1 ?
M1 antag: -4; CHO parental Ca: -6; TAAR1 antag: 7; TAAR1 ag: -1; M1 PAM: 6; OXTR agonist: -0.5; V1R ag counter: 0.0; OXTR potentiate: -10; M1 ag: -6

What do the screens show for `CCN(CC)S(=O)(=O)c1cc(C(=O)n2cccn2)c(Cl)cc1Cl`?
M1 antag: -6; CHO parental Ca: -2; TAAR1 antag: -27; TAAR1 ag: -2; M1 PAM: 4; OXTR agonist: 0.4; V1R ag counter: 0.2; OXTR potentiate: 5; M1 ag: -5

Results for CCCn1nc(C(=O)NCc2ccccn2)c2ccccc2c1=O ?
M1 antag: 10; CHO parental Ca: -10; TAAR1 antag: 8; TAAR1 ag: 7; M1 PAM: -5; OXTR agonist: -1.0; V1R ag counter: 0.2; OXTR potentiate: 0; M1 ag: -2

What do the screens show for `COc1ccc2cc(C(c3nnnn3CCc3ccccc3)N3CCC(O)CC3)c(=O)[nH]c2c1` (configuration not stated)?
M1 antag: -14; CHO parental Ca: 9; TAAR1 antag: 6; TAAR1 ag: 11; M1 PAM: 4; OXTR agonist: 0.1; V1R ag counter: -0.6; OXTR potentiate: -4; M1 ag: -1

Results for Cc1cccc(CSc2nc3c(cc2C#N)CCC3)c1 ?
M1 antag: -11; CHO parental Ca: -5; TAAR1 antag: 7; TAAR1 ag: 0; M1 PAM: 6; OXTR agonist: -0.2; V1R ag counter: -0.5; OXTR potentiate: -3; M1 ag: -3

Results for Cc1ccc(NCc2cccnc2)cc1 ?
M1 antag: 0; CHO parental Ca: -10; TAAR1 antag: -31; TAAR1 ag: 1; M1 PAM: 6; OXTR agonist: 0.1; V1R ag counter: 0.3; OXTR potentiate: -8; M1 ag: -3

How did Fc1ccccc1Nc1nc2ccccc2n2nnnc12 do in these assays?
M1 antag: 3; CHO parental Ca: -7; TAAR1 antag: 14; TAAR1 ag: 2; M1 PAM: -4; OXTR agonist: -0.7; V1R ag counter: -1.7; OXTR potentiate: -6; M1 ag: -7

What do the screens show for `CCSc1nc(-c2ccc(OC)cc2)cc(-c2ccc(OC)cc2)c1C#N`?
M1 antag: 7; CHO parental Ca: 3; TAAR1 antag: 5; TAAR1 ag: -2; M1 PAM: -2; OXTR agonist: 0.6; V1R ag counter: 0.1; OXTR potentiate: -9; M1 ag: -2

How did COc1ccc(-c2cc(C(=O)OCC(=O)Nc3ccc4c(c3)OCO4)c3ccccc3n2)cc1 do in these assays?
M1 antag: 4; CHO parental Ca: -10; TAAR1 antag: 39; TAAR1 ag: 1; M1 PAM: -1; OXTR agonist: -0.2; V1R ag counter: -0.3; OXTR potentiate: -8; M1 ag: -7

Results for CCOC(=O)c1c(C)nc2c(c1C)/C(=N/O)CC(C)(C)C2 ?
M1 antag: 20; CHO parental Ca: -5; TAAR1 antag: -6; TAAR1 ag: 8; M1 PAM: -15; OXTR agonist: 7.1; V1R ag counter: 5.4; OXTR potentiate: -12; M1 ag: 0

Results for O=C(OCC(=O)N1CCN(c2ccccc2)CC1)c1cc(Cl)ccc1[N+](=O)[O-] ?
M1 antag: 0; CHO parental Ca: -8; TAAR1 antag: -30; TAAR1 ag: -2; M1 PAM: 0; OXTR agonist: -1.2; V1R ag counter: 0.4; OXTR potentiate: -1; M1 ag: -3

How did N#CC(C#N)=C(N)Nc1cccc(Cl)c1 do in these assays?
M1 antag: -14; CHO parental Ca: 9; TAAR1 antag: 0; TAAR1 ag: 2; M1 PAM: 7; OXTR agonist: -0.2; V1R ag counter: 1.4; OXTR potentiate: -1; M1 ag: 0

How did CCOc1ncccc1C(=O)OCc1c(Cl)cccc1Cl do in these assays?
M1 antag: 3; CHO parental Ca: -15; TAAR1 antag: -21; TAAR1 ag: 8; M1 PAM: -5; OXTR agonist: -2.4; V1R ag counter: -1.1; OXTR potentiate: -5; M1 ag: -6

How did CC(C)NC(=O)CN(c1cccc(Br)c1)S(C)(=O)=O do in these assays?
M1 antag: -9; CHO parental Ca: -6; TAAR1 antag: -9; TAAR1 ag: 16; M1 PAM: 8; OXTR agonist: -0.8; V1R ag counter: 1.1; OXTR potentiate: 0; M1 ag: -3
